High-throughput results deposited in PubChem by The Scripps Research Institute Molecular Screening Center.
M1 antag: antagonists of human M1 muscarinic receptor | CHO-K1 hM1, Fluo-8 calcium fluorescence, ACh EC80 antagonist | inhibition, % at 3 µM | actives 1.3% (n = 360,000);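 active = percent inhibition above its own plate's cutoff, namely the mean of that plate's compound wells plus 3 SD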;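 note: peak over basal fluorescence ratio during 140 s after agonist addition; 0% = ACh EC80 plus DMSO and 100% = DMSO alone without agonist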
M4 antag: CHRM4 antagonism in calcium assay | actives 0.73% (n = 360,000) | CHO-hM4 cells, ACh EC80, Fluo-8 calcium fluorescence | P08173 | inhibition, % at 3 µM;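 active = inhibition above its plate's cutoff, the mean inhibition of sample wells plus 3 SD, cut at about 27% in these data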;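 note: 0% = acetylcholine EC80 with DMSO and 100% = DMSO without agonist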
Target sequence (P08173 whole entry, looked up): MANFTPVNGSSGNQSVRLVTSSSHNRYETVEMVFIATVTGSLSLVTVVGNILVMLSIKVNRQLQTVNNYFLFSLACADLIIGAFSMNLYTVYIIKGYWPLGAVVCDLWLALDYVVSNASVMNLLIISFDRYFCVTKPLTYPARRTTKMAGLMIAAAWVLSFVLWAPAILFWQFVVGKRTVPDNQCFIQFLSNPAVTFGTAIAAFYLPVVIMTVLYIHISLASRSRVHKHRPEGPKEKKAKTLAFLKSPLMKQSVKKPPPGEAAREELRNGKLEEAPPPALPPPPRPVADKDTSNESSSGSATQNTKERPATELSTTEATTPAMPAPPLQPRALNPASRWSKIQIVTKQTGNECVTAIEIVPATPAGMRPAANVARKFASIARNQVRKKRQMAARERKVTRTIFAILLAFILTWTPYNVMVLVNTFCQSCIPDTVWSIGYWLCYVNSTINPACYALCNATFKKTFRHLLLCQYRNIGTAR
CHRM1 PAM: human CHRM1 positive allosteric modulation; P11229; CHO-K1 hM1, Fluo-8 calcium fluorescence, ACh EC20; 0% = ACh EC20, 100% = maximal ACh; activation, % at 3 µM; actives 0.088% (n = 360,000); AID 588819; in the data active = activation above about 19%, passing the limit was not always enough
CHRM4 agonist: agonists of human muscarinic M4 receptor (CHRM4); CHO-K1 hM4/Gqi5, Fluo-8 calcium fluorescence; vehicle 0%, full acetylcholine response 100%; P08173; activation, % at 3 µM; actives 0.14% (n = 360,000);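 active = activation above the run mean over all test wells plus 3 SD, cut at about 32% in these data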;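 note: peak over basal fluorescence ratio per well then scaled between controls; 0% = DMSO wells and 100% = acetylcholine at EC100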
M5 PAM: potentiates acetylcholine response at human M5 receptor; activation, % at 3 µM; actives 0.3% (n = 360,000); CHO-K1 hM5, Fluo-8 calcium, ACh EC20 PAM; 0% = ACh EC20, 100% = ACh EC100;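 active = activation above the run cutoff, the mean activation of all test compounds plus 3 SD, cut at about 18% in these data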
Target sequence (P08912 whole entry, looked up): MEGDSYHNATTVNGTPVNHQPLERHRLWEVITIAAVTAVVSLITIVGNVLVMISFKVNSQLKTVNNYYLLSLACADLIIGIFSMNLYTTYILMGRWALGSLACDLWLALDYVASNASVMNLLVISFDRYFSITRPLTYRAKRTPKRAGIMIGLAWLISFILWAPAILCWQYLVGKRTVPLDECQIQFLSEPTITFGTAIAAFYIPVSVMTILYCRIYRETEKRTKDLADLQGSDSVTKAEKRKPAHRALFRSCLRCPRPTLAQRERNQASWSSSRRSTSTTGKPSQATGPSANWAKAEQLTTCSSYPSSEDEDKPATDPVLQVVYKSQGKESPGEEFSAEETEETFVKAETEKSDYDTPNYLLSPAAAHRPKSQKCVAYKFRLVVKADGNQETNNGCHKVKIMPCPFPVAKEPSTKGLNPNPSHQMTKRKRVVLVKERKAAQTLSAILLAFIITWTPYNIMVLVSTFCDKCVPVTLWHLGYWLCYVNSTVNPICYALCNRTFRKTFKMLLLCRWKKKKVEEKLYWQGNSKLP
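Assay system – human M5 receptor in CHO-K1 cells · Read-out – % activation, ACh-normalized · Technique – Fluo-8 calcium fluorescence · Dosing – single-point, 3 µM nominal · Incubation – Fluo-8 loading 80 min at 37 °C plus 30 min room temperature · Repeats – singlicate, one well per test compound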
TAAR1 agonist: human TAAR1 agonism | Q96RJ0 | CHO RD-HGA16 TAAR1, Fluo-8 calcium fluorescence; vehicle wells 0%, saturating PEA agonist 100% | activation, % at 3 µM | actives 0.99% (n = 360,000);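 active = activation above the mean activation of all test compounds in the run plus 3 SD, cut at about 38% in these data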
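Test system: RD-HGA16 (CHO) cells co-expressing Gα16 and hTAAR1; dosing: one-point dosing at 3 µM (nominal); timing: 17-24 h seeding, 75 min 37 °C dye, 30 min RT; signal: kinetic Fluo-8 calcium fluorescence; read-out basis: % activation relative to PEA EC100 response; controls: DMSO and PEA EC100; replicates: n 1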
M5 ag: CHRM5 agonism in calcium assay. P08912. CHO-K1 hM5 cells, Fluo-8 calcium fluorescence; 0% DMSO wells, 100% maximal acetylcholine response. activation, % at 3 µM. actives 0.19% (n = 360,000). AID 624037;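 active = activation above the run's mean over test compounds plus 3 SD, cut at about 23% in these data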;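 note: signal is peak over basal fluorescence ratio across the kinetic read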
M5 antag: CHRM5 antagonism in calcium assay; CHO-hM5 cells, Fluo-8 calcium fluorescence, ACh EC80; actives 0.59% (n = 360,000); P08912; inhibition, % at 3 µM;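 active = inhibition above a per-plate cutoff, the mean of that plate's test compounds plus 3 SD, cut at about 27% in these data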;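 note: 0% = acetylcholine EC80 with DMSO and 100% = DMSO without agonist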
M1 ag: activates human CHRM1 receptor; actives 0.33% (n = 360,000); P11229; CHO-K1 hM1, Fluo-8 calcium fluorescence, agonist mode; 0% DMSO, 100% acetylcholine EC100; activation, % at 3 µM;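 active = activation above the run's mean compound activation plus 3 SD, cut at about 16% in these data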;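 note: peak over basal fluorescence ratio within a 140 s kinetic read after compound addition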
Numbers without * were called inactive. Not all compounds are listed (hit frequency here may not be typical).

For Cc1ccc(NC(=O)Cn2c([N+](=O)[O-])cnc2C)cc1Cl the results were M1 antag -10, M4 antag -17, CHRM1 PAM 4, CHRM4 agonist 4, M5 PAM -3, TAAR1 agonist 2, M5 ag -2, M5 antag 5 and M1 ag -1.
COc1cc(C(C)=O)ccc1OCC(O)CN1CCN(c2c(C)cccc2C)CC1 (stereo unspecified) was read as M1 antag -6, M4 antag 2, CHRM1 PAM -1, CHRM4 agonist 3, M5 PAM -7, TAAR1 agonist 2, M5 ag -7, M5 antag 8 and M1 ag -7.
For Cn1c(=O)c2c(Nc3ccc(F)cc3)cc(=O)n(-c3ccccc3)c2n(C)c1=O the results were M1 antag 11, M4 antag 8, CHRM1 PAM -2, CHRM4 agonist 1, M5 PAM -14, TAAR1 agonist 3, M5 ag -4, M5 antag 12 and M1 ag 0.
Cc1ccc(N(CC(=O)NC2CCCC2)C(=O)CNC(=O)c2cccs2)c(C)c1 was read as M1 antag -16, M4 antag -32, CHRM1 PAM 7, CHRM4 agonist 5, M5 PAM 4, TAAR1 agonist 4, M5 ag -3, M5 antag -5 and M1 ag -5.
Screening COc1ccc(C2=Nc3ccccc3N(C(=O)c3cnccn3)C2C(=O)NC2CCCC2)cc1 (stereo unspecified) returned M4 antag 6, CHRM4 agonist 7, M5 PAM 4, TAAR1 agonist 3, M5 ag 3 and M5 antag -6.
For CCCc1nc2ccc(C)cn2c1Cc1ccsc1 the results were M1 antag -21, M4 antag -7, CHRM1 PAM 0, CHRM4 agonist 1, M5 PAM 4, TAAR1 agonist 0, M5 ag -3, M5 antag -2 and M1 ag -5.
Screening CCn1cc(CNC(=O)c2cc(COc3ccc(F)cc3Cl)on2)cn1 returned M1 antag -2, M4 antag -3, CHRM1 PAM -2, CHRM4 agonist 9, M5 PAM -1, TAAR1 agonist 16, M5 ag 7, M5 antag 2 and M1 ag -1.
For S=c1nc(-c2cc(Cl)ccc2Cl)[nH][nH]1 the results were M1 antag 1, M4 antag -2, CHRM1 PAM 15, CHRM4 agonist 1, M5 PAM 3, TAAR1 agonist 1, M5 ag 8, M5 antag 1 and M1 ag 6.
Screening COc1cc(NC(=O)CSc2nc3ccccc3cc2C)c(C(=O)O)cc1OC returned M1 antag -10, M4 antag -3, CHRM1 PAM 8, CHRM4 agonist 0, M5 PAM -2, TAAR1 agonist 2, M5 ag -3, M5 antag -4 and M1 ag -11.
`O=C(CNc1ccccc1)N/N=C/c1ccc2c(c1)OCCO2` gave M1 antag 4, M4 antag 0, CHRM1 PAM -1, CHRM4 agonist 1, M5 PAM -3, TAAR1 agonist 2, M5 ag 0, M5 antag 1 and M1 ag 1.
For CCC(=O)N1CCN(c2ccnc3cc(Cl)ccc23)CC1 the results were M1 antag -11, M4 antag 6, CHRM1 PAM 4, CHRM4 agonist 0, M5 PAM -2, TAAR1 agonist 0, M5 ag -1, M5 antag 9 and M1 ag -4.
`CCN1C(=O)[C@H]2[C@H]3CN=C(SCc4ccccc4)N3[C@@](Cc3ccccc3)(C(=O)OC)[C@H]2C1=O` gave M1 antag -9, M4 antag -13, CHRM1 PAM 5, CHRM4 agonist 2, M5 PAM 1, TAAR1 agonist 2, M5 ag 2, M5 antag -11 and M1 ag 0.
Screening O=C(CCN1C(=O)c2ccccc2C1=O)Nc1ccc(-c2cn3ccsc3n2)cc1 returned M1 antag 10, M4 antag 2, CHRM1 PAM -7, CHRM4 agonist 9, M5 PAM -17, TAAR1 agonist 19, M5 ag 4, M5 antag 9 and M1 ag 1.
For OC(CCN1CCOCC1)(c1ccc(Cl)cc1)C1CCCCC1 (stereo unspecified) the results were M1 antag 82*, M4 antag 39*, CHRM1 PAM -26, CHRM4 agonist -1, M5 PAM -34, TAAR1 agonist -1, M5 ag -11, M5 antag 29* and M1 ag -8.
O=S(=O)(c1ccc(F)cc1)n1cnc2ccccc21 was read as M1 antag -24, M4 antag 4, CHRM1 PAM 19, CHRM4 agonist 0, M5 PAM 12, TAAR1 agonist 3, M5 ag 1, M5 antag -3 and M1 ag 0.
`CCc1ccc(N2CC(C(=O)NC3CC3)CC2=O)cc1` (stereo unspecified) gave M1 antag -10, M4 antag 7, CHRM1 PAM 5, CHRM4 agonist 0, M5 PAM -1, TAAR1 agonist 2, M5 ag -2, M5 antag 6 and M1 ag -3.
NC1=C(c2ccc(F)cc2)C(=O)CS1 was read as M1 antag -3, M4 antag 7, CHRM1 PAM 3, CHRM4 agonist 1, M5 PAM 1, TAAR1 agonist 3, M5 ag 2, M5 antag 3 and M1 ag -3.
CC(C)=CCc1c(O)c(CC=C(C)C)c2c(c1O)C(=O)CC(c1ccc(O)cc1)O2 (stereo unspecified) was read as M1 antag 13, M4 antag 0, CHRM1 PAM -11, CHRM4 agonist 0, M5 PAM -8, TAAR1 agonist -1, M5 ag 3, M5 antag 7 and M1 ag -2.
Screening Cc1ccc(/C(O)=C2/C(=O)C(=O)N(c3ccccn3)C2c2cccc([N+](=O)[O-])c2)cc1 (stereo unspecified) returned M1 antag -5, M4 antag -8, CHRM1 PAM 10, CHRM4 agonist 0, M5 PAM 1, TAAR1 agonist 1, M5 ag -1, M5 antag 0 and M1 ag -2.
COc1ccc(N(CC(=O)Nc2cccc3ccccc23)S(C)(=O)=O)cc1 was read as M1 antag -27, M4 antag -16, CHRM1 PAM 14, CHRM4 agonist 3, M5 PAM -7, TAAR1 agonist 1, M5 ag -7, M5 antag -3 and M1 ag -1.
CCn1c(CCC(=O)Nc2cc(F)ccc2C)nc2cc(S(=O)(=O)N(C)C)ccc21 was read as M1 antag -6, M4 antag -3, CHRM1 PAM 9, CHRM4 agonist 0, M5 PAM 1, TAAR1 agonist 11, M5 ag -1, M5 antag -3 and M1 ag -4.
`O=C(Nc1nc2c(s1)CN(Cc1ccccc1)CC2)C1CCCC1` gave M1 antag 9, M4 antag 9, CHRM1 PAM -10, CHRM4 agonist 0, M5 PAM 4, TAAR1 agonist 6, M5 ag -10, M5 antag 8 and M1 ag -8.
For Oc1cccc(C=NNc2ccccn2)c1 the results were M1 antag -7, M4 antag -4, CHRM1 PAM 2, CHRM4 agonist 2, M5 PAM 5, TAAR1 agonist 24, M5 ag 1, M5 antag 10 and M1 ag -3.
Screening Cc1[nH]c2ccccc2c(=O)c1CN(C)Cc1ccccc1 returned M1 antag -1, M4 antag 5, CHRM1 PAM 0, CHRM4 agonist 0, M5 PAM 13, TAAR1 agonist 2, M5 ag -10, M5 antag -5 and M1 ag -3.
For COc1ccc(Nc2nnc(-c3ccc(C)cc3)c3ccccc23)cc1C(=O)N1CCCCC1 the results were M1 antag -4, M4 antag -4, CHRM1 PAM 11, CHRM4 agonist 2, M5 PAM 0, TAAR1 agonist 24, M5 ag 2, M5 antag 6 and M1 ag -3.
For CN1C(=O)CS/C1=N\NC(=O)COc1cccc2cccnc12 the results were M1 antag -3, M4 antag 1, CHRM1 PAM 10, CHRM4 agonist 2, M5 PAM 2, TAAR1 agonist 11, M5 ag -1, M5 antag -7 and M1 ag -9.
CCOC(=O)c1ccccc1-c1cn2cc(Cl)ccc2n1 was read as M1 antag 0, M4 antag 12, CHRM1 PAM 2, CHRM4 agonist 0, M5 PAM -6, TAAR1 agonist -3, M5 ag -4, M5 antag 16 and M1 ag -9.
Screening O=C(CN1C(=O)NC2(CCCC2)C1=O)Nc1cc(S(=O)(=O)N2CCCCC2)ccc1Cl returned M1 antag -3, M4 antag -2, CHRM1 PAM -2, CHRM4 agonist 4, M5 PAM -10, TAAR1 agonist -2, M5 ag 4, M5 antag 9 and M1 ag -4.
`Cc1ccccc1CSCC(=O)NC1CCCC1` gave M1 antag -6, M4 antag -2, CHRM1 PAM 6, CHRM4 agonist 0, M5 PAM -2, M5 ag -2, M5 antag 0 and M1 ag -5.
For CCN(CC)c1ccc(C=Nc2cc(C)cc(C)c2)c(O)c1 the results were M1 antag 1, M4 antag -11, CHRM1 PAM 1, CHRM4 agonist 0, M5 PAM -1, TAAR1 agonist 4, M5 ag -3, M5 antag -1 and M1 ag -10.
For CCOC(=O)C1CCN(S(=O)(=O)c2cccc(-c3cn4cc(C)ccc4n3)c2)CC1 the results were M1 antag 14, M4 antag 7, CHRM1 PAM -8, CHRM4 agonist 7, M5 PAM -10, TAAR1 agonist 13, M5 ag 2, M5 antag 4 and M1 ag 0.
For Cc1cc(F)ccc1-c1cc(C(=O)NCc2ccco2)[nH]n1 the results were M1 antag -5, M4 antag -2, CHRM1 PAM 2, CHRM4 agonist 0, M5 PAM 0, TAAR1 agonist -1, M5 ag -2, M5 antag 0 and M1 ag -2.
O=C(CC(Sc1ccc(Br)cc1)C(=O)O)c1ccc(F)cc1 (stereo unspecified) was read as M1 antag -20, M4 antag -3, CHRM1 PAM 12, CHRM4 agonist 1, M5 PAM 1, TAAR1 agonist 3, M5 ag -6, M5 antag -1 and M1 ag 0.
CC(=O)c1cccc(NC(=O)C(NC(C)C)c2ccccc2)c1 (stereo unspecified) was read as M1 antag 3, M4 antag -5, CHRM1 PAM -1, CHRM4 agonist 2, M5 PAM -4, TAAR1 agonist 1, M5 ag -6, M5 antag -3 and M1 ag -12.
COc1ccccc1NS(=O)(=O)c1ccc2c(c1)CCN2C(=O)CCC(=O)O was read as M1 antag -18, M4 antag -5, CHRM1 PAM 17, CHRM4 agonist 2, M5 PAM 1, TAAR1 agonist -2, M5 ag -4, M5 antag -2 and M1 ag 0.

Among those listed so far, these contain an aryl methoxy group.
COc1cc(C(C)=O)ccc1OCC(O)CN1CCN(c2c(C)cccc2C)CC1 (stereo unspecified) was read as M1 antag -6, M4 antag 2, CHRM1 PAM -1, CHRM4 agonist 3, M5 PAM -7, TAAR1 agonist 2, M5 ag -7, M5 antag 8 and M1 ag -7.
Screening COc1ccc(C2=Nc3ccccc3N(C(=O)c3cnccn3)C2C(=O)NC2CCCC2)cc1 (stereo unspecified) returned M4 antag 6, CHRM4 agonist 7, M5 PAM 4, TAAR1 agonist 3, M5 ag 3 and M5 antag -6.
Screening COc1cc(NC(=O)CSc2nc3ccccc3cc2C)c(C(=O)O)cc1OC returned M1 antag -10, M4 antag -3, CHRM1 PAM 8, CHRM4 agonist 0, M5 PAM -2, TAAR1 agonist 2, M5 ag -3, M5 antag -4 and M1 ag -11.
COc1ccc(N(CC(=O)Nc2cccc3ccccc23)S(C)(=O)=O)cc1 was read as M1 antag -27, M4 antag -16, CHRM1 PAM 14, CHRM4 agonist 3, M5 PAM -7, TAAR1 agonist 1, M5 ag -7, M5 antag -3 and M1 ag -1.
For COc1ccc(Nc2nnc(-c3ccc(C)cc3)c3ccccc23)cc1C(=O)N1CCCCC1 the results were M1 antag -4, M4 antag -4, CHRM1 PAM 11, CHRM4 agonist 2, M5 PAM 0, TAAR1 agonist 24, M5 ag 2, M5 antag 6 and M1 ag -3.
COc1ccccc1NS(=O)(=O)c1ccc2c(c1)CCN2C(=O)CCC(=O)O was read as M1 antag -18, M4 antag -5, CHRM1 PAM 17, CHRM4 agonist 2, M5 PAM 1, TAAR1 agonist -2, M5 ag -4, M5 antag -2 and M1 ag 0.
